PGC1a acetyl inh – inhibitors of PGC1a acetylation signal, primary screen, cell-based, U2OS, AlphaScreen, inhibitor mode | 350,000 tested, 0.17% active | inhibition, % at 15.6 µM | AlphaScreen anti-acetyl-lysine; with virally co-expressed GCN5 acetyltransferase;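 active = every replicate shows inhibition of at least 40%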;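 note: 0% = neutral control wells and 100% = positive control wells; some results beyond the cut were filed as inactive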
FN deposit inh – inhibitors of fibronectin matrix deposition, primary screen, AH1F cells, Alexa488-fibronectin fluorescence, plate reader; AH1F fibroblasts, overnight; inhibition, % at 12.6 µM; 350,000 tested, 0.086% active;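 active = mean inhibition across replicates of 30% or more, regardless of how many single replicates reach that level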;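 note: positive control wells lacked labelled fibronectin entirely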
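Material – AH1F fibroblast monolayer, labelled fibronectin deposition · Reagent – labelled fibronectin 24 nM · Timing – 1 h adhesion, overnight exposure · Measured by – fluorescence at 485 nm excitation, 525 nm emission · Read-out – inhibition of fibronectin deposition signal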
miR122 inh – miR-122 Renilla sensor signal increase in Huh7, primary screen, miR-122 inhibitor project, cell-based, single point, plate reader. activation (reporter increase), % at 12.5 µM. Huh7 miR-122 Renilla luciferase sensor, 48 h; neutral wells = 0, positive control = 100. 340,000 tested, 0.3% active;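 active = mean replicate activation score at least 90 and every replicate individually at or above 90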;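 note: higher luciferase means less miR-122 activity so hits act as miR-122 inhibitors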
PAX8 reporter – inhibitors of PAX8-driven TPO luciferase reporter, primary screen, RMG-I cells, single concentration; SteadyGlo, 24 h; inhibition, % at 12.6 µM; 360,000 tested, 1.2% active; AID 652154, 2013;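 active = mean replicate inhibition at least 60% with every replicate also reaching 60%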;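 note: luciferase light reporting Pax8 driven TPO promoter activity; plate controls were median of neutral control wells for no effect and mitoxantrone controls for full effect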
EWS-Fli inh – EWS/Fli-driven NR0B1 reporter inhibitors, primary screen, A673 cells, NR0B1 luciferase, luminescence, MLPCN library; viability-normalised; AID 651661, 2012; 350,000 tested, 0.67% active; inhibition, % at 12.6 µM;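 active = mean inhibition of at least 50% after viability correction, with every replicate also passing that limit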;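 note: firefly luciferase signal divided by Alamar Blue viability fluorescence both relative to DMSO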
LGR2 antag – inhibitors of bursicon-induced LGR2 CRE-luciferase signal, primary screen, cell-based, HEK293, CRE-luciferase reporter, bursicon stimulation. Drosophila bursicon receptor LGR2 (rickets). bursicon-stimulated, 4 h. inhibition, % at 9.99 µM. 380,000 tested, 0.35% active;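 active = drop in luminescence signal, shown as inhibition above about 50% in the replicate tests, limit read from the data, passing the limit was not always enough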;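 note: agonist challenge used bursicon conditioned medium at about half maximal strength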
Casp6 inh – human caspase-6 inhibitors, primary screen, biochemical, VEID-R110 fluorescence, single point, set 2 | purified caspase-6, Z-VEID-R110 cleavage fluorescence | inhibition, % at 12.5 µM | 350,000 tested, 0.53% active | AID 686996, 2013;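 active = mean inhibition across replicates at least about 35%, with every replicate also reaching that limit, limit read from the data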;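 note: 0% = median of neutral control wells and 100% = no fluorescence left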
Target sequence (P55212 24-179 limits assumed): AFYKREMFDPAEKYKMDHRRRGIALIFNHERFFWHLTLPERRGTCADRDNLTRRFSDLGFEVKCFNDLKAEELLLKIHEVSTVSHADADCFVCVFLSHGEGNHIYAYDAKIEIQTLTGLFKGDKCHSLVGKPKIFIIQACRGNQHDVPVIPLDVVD
Target sequence (P55212 194-293 limits assumed): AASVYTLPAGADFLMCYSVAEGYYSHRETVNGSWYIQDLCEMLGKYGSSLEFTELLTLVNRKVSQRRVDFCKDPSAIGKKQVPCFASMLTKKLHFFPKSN
Cneo AK release – Cryptococcus neoformans cell lysis inducers, primary screen, AK release luminescence, single concentration; C. neoformans lysis, adenylate kinase release luminescence, 4 h; normalised: neutral wells 0, clomiphene wells 100; lysis activity, % at 15 µM; 360,000 tested, 0.2% active;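 active = mean lysis activity across replicates of at least 80%, whatever share of replicates individually reach that level; inactive = mean lysis activity below 80%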
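read-out = cell lysis signal | test system = log-phase Cryptococcus neoformans yeast cells | input = cells at 5 × 10^6 per mL | medium = fresh YPD growth medium | signal = luminescent adenylate kinase detection reagent | timing = 4 h at 37 °C static, read 1 h later | dosing = single dose | controls = Clomiphene as positive lysis control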
An asterisk follows results filed as active; . = no result given; & = joins results of further samples; [ ] = remark or other dose.

smiles,Casp6 inh,PGC1a acetyl inh,PAX8 reporter,LGR2 antag,EWS-Fli inh,Cneo AK release,miR122 inh,FN deposit inh
CCC(C)C(N)C1=NC(C(=O)N[C@@H](CC(C)C)C(=O)N[C@H](CCC(=O)O)C(=O)N[C@H](C(=O)N[C@H]2CCCCNC(=O)[C@H](CC(N)=O)NC(=O)[C@@H](CC(=O)O)NC(=O)[C@H](Cc3cnc[nH]3)NC(=O)[C@@H](Cc3ccccc3)NC(=O)[C@H]([C@@H](C)CC)NC(=O)[C@@H](CCCN)NC2=O)[C@@H](C)CC)CS1 (some centres not stated),6.1,-5.0,-11.2,-21.0,-7.0,1.0,-16.4,-2.6
CCCCn1c(N)c(N(CC)C(=O)c2ccc(N3CCCC3=O)cc2)c(=O)[nH]c1=O,-2.8,-7.2,-8.1,-14.5,5.0,1.7,3.9,-2.0
CCN(CC)S(=O)(=O)c1ccc(NCCc2ccccn2)nc1,-5.0,.,-21.9,9.0,-7.5,-1.6,-3.9,-8.4
COCCCN1C(=O)c2[nH]nc(-c3cc(C)cc(C)c3O)c2C1c1ccc(O)c(OC)c1 (configuration not stated),1.6,-16.0,-11.7,13.9,.,.,17.8,-3.9
COc1ccc(-c2csc(NC(=O)C3CCCO3)n2)cc1 (configuration not stated),.,-4.3,.,.,.,-0.4,2.8,-4.0
C[C@@H]1CN([C@H](C)CO)S(=O)(=O)c2ccc(C3=CCCCC3)cc2O[C@H]1CN(C)Cc1ccccc1F,-2.1,-8.0,.,10.0,35.2,21.5,.,.
COc1ccc(-c2cc(C(F)(F)F)n3nc(C(=O)N4CCCCC4)cc3n2)cc1,.,-13.1,.,.,.,4.4,12.6,6.2
CCc1ccc(N2C(=O)CC(N3CCN(Cc4ccc5c(c4)OCO5)CC3)C2=O)cc1 (configuration not stated),10.2,0.6,1.4,3.8,-1.6,.,4.0,-8.7
C[C@H](CO)N1C[C@H](C)[C@@H](CN(C)Cc2ccccc2)Oc2ccc(NS(=O)(=O)c3cccs3)cc2CC1=O,-0.8,7.2,20.0,9.9,8.7,1.4,2.8[16.7 µM],.
COc1ccccc1CNC(=O)C[C@@H]1C[C@H]2c3cc(NS(=O)(=O)c4ccc(F)cc4)ccc3O[C@H]2[C@H](CO)O1,-0.4,-5.9,25.3,25.3,9.1,-14.4,-1.3[16.7 µM],.
COCC1CCCCN1C(=O)c1ccc(OC)c(OC2CCN(C(C)C)CC2)c1 (configuration not stated),-1.0,-11.4,-47.1,-17.0,-46.6,-0.2,-17.5,3.5
Cc1ccc(NC(=S)Nc2cc(C)on2)cc1,5.4,-2.1,-121.9,-53.8,-53.0,2.4,7.7,-9.6
CCN(CC)CCN(C)C(=O)c1[nH]c(C(F)(F)F)nc1-c1ccccc1,-2.3,6.1,-13.9,13.1,-17.1,2.7,-0.9,-8.4
Cc1ccc(Nc2nc3ccccc3c(=O)[nH]2)cc1C,-2.2,14.5,-33.8,-12.1,-83.0,.,1.8,-3.4
CCOC(=O)c1ccc(-n2ccnc2)c(NC(=O)c2cccc(Br)c2)c1,4.6,.,8.9,-54.3,14.0,-6.7,128.3*,2.8
Cc1ccc(S(=O)(=O)N(C)C[C@@H]2Oc3c(NS(=O)(=O)c4c(C)noc4C)cccc3C(=O)N([C@H](C)CO)C[C@@H]2C)cc1,.,4.7,3.7,19.3,-8.6,-2.7,-1.7[16.7 µM],.
Cc1noc(C)c1NC(=O)Nc1cccc2c1O[C@H](CN(C)C(=O)Nc1ccc(F)cc1)[C@H](C)CN([C@@H](C)CO)C2=O,.,-7.6,.,2.0,-12.4,.,-3.6[16.7 µM],.
CC(C(=O)N1CCCC1)N1CCN(c2ccccc2O)CC1 (configuration not stated),-0.8,5.7,-2.6,-3.1,-17.6,5.1,1.5,9.9
O=C([C@H]1[C@H](CO)[C@H]2Cn3c(ccc(C4=CCCCC4)c3=O)[C@@H]1N2Cc1nccs1)N1CCCCC1,1.2,.,-5.2,0.7,2.7,-4.4,.,-5.0
Nc1nc2n(n1)C(c1cccc(Br)c1)CC(c1ccc(F)cc1)N2 (configuration not stated),5.9,10.9,-14.8,-13.4,1.9,3.6,-6.8,-7.2
CCC(=O)N1CC2(CCN(Cc3ccccc3Cl)CC2)c2c([nH]c3cc(OC)ccc23)[C@H]1CO,0.4,-0.8,.,9.6,-2.8,.,.,-14.5
Cc1c(C(=O)O)sc2nc(CSc3ncc(C(F)(F)F)cc3Cl)[nH]c(=O)c12,-0.7,-0.4,-2.3,-1.4,-6.7,.,-3.4,1.7
CCCC(O)C#Cc1cnc2c(c1)C(=O)N([C@H](C)CO)C[C@H](C)[C@H](CN(C)S(=O)(=O)c1cccs1)O2 (some centres not stated),-2.2&-3.2,-5.1&-5.3,.,18.2,-5.0&-7.8,42.4&11.0,8.8&2.5[16.7 µM],-12.8
O=C(CCn1c(=O)c2sccc2n(CC(=O)OCc2ccccc2)c1=O)NCc1ccccc1,.,9.6,-0.9,.,.,-1.1,-9.1,1.1
COC(=O)C1=C(C)N(Cc2ccc(C(F)(F)F)cc2)C(=NCc2cccc(C(F)(F)F)c2)NC1c1ccccc1C(F)(F)F (configuration not stated),-3.0,.,18.3,14.0,23.9,.,.,5.9
CCN(c1ccccc1)S(=O)(=O)c1ccc(NC(=O)c2ccco2)cc1,0.7,.,14.6,7.8,5.6,.,.,-7.1
CCC1CCC2(CC1)SCC(=O)N2c1ccccc1 (configuration not stated),1.8,-12.3,3.6,1.1,-10.7,0.3,-1.9,1.0
COc1ccccc1CNC(=O)c1ccc(N2CCOCC2)c([N+](=O)[O-])c1,-1.0,.,1.1,-17.7,-3.8,.,.,.
CCCNC(=O)N1C[C@@H](C)[C@@H](OC)CN(C)C(=O)c2ccc(NC(=O)CC)cc2OC[C@@H]1C,0.2,9.3,7.1,-1.0,5.0,1.6,.,-3.5
COc1ccc2c3c(n(C)c2c1)[C@H](CO)N(C(=O)Cc1ccccn1)CC31CCN(CC2CCCCC2)CC1,-0.4,-8.6,.,-7.3,4.2,.,.,.
O=C(NCc1ccccc1)[C@@H]1CCCN1C(=O)[C@H]1CCCN1C(=O)c1ccc(F)c(C(F)(F)F)c1,2.1,.,-12.4,15.3,-17.3,.,.,-3.7
COc1ccc(S(=O)(=O)N2CCC(C(=O)O)(c3ccccc3)CC2)cc1,-1.2,-0.4,6.9,5.8,5.9,1.8,-4.3,6.7
COc1ccc(NC(=O)N(C)C[C@@H]2Oc3ccc(NC(=O)CCN4CCOCC4)cc3CC(=O)N([C@@H](C)CO)C[C@H]2C)cc1,1.4,4.2,-16.3,-10.6,-6.2,0.0,-6.6[16.7 µM],.
O=C(Nc1ccccc1)NC1CCCCNC1=O (configuration not stated),0.4,12.4,0.3,4.6,-11.4,0.9,4.4,0.8
CCN1C(=NCCc2ccccn2)N[C@@H](c2cccc(C(F)(F)F)c2)C(C(=O)OC)=C1C,3.1,2.1,-4.9,8.1,0.5,12.4,-2.2,5.1
COc1ccc(-c2cc(NCCc3ccncc3)n3ncnc3n2)cc1,.,-1.7,-5.3,.,.,1.0,24.1,4.1
O=C(/C=C/[C@H]1O[C@@H](n2ccc(=O)[nH]c2=O)[C@H](O)[C@@H]1O)NCC1CCCO1 (some centres not stated),2.1,9.5,-2.4,.,-2.0,2.1,-3.8,-2.6
CCN1CCc2c(sc(NC(=O)c3ccc(S(=O)(=O)N4CC(C)OC(C)C4)cc3)c2C(N)=O)C1 (configuration not stated),-1.7,.,-12.6,5.0,2.7,5.0,.,-1.6
O=C(CN1CCN(Cc2ccccc2)CC1)NCCc1ccccc1,-3.3,.,-0.8,-6.8,2.1,1.8,.,3.9
O=C(Nc1cc2c3c(c1)CC(=O)N3CCC2)c1ccc(Br)o1,0.5,8.3,-23.8,11.2,-28.2,1.3,-3.8,-13.7
O=C(CCS(=O)(=O)c1ccc(Br)cc1)N1CCN(c2ccc(Cl)cc2)CC1,.,5.4,.,.,.,-1.7,-13.6,-3.2
COc1cc(NC(=O)CN2C(=O)COc3ccc(S(=O)(=O)N4CCCC4)cc32)cc(OC)c1,0.7,-7.5,5.1,9.7,2.2,-0.7,15.1,12.7
C[C@@H]1CN([C@H](C)CO)C(=O)c2cccc(NC(=O)Nc3ccccc3)c2O[C@@H]1CN(C)C(=O)Nc1ccc(F)cc1,2.5,5.3,14.9,-16.1,-2.6,-0.8,2.7[16.7 µM],.
CCOC(=O)Cn1c(=O)oc2ccc(C)cc21,1.3,.,4.7,-10.0,6.7,.,.,12.0
COc1ccccc1CCNC(=O)CSc1nnc2ccc(-c3cccnc3)nn12,1.7,7.1,16.2,1.1,-29.1,-1.6,-6.2,6.7
Cc1cccc(N2CCN(C(=O)CCCSc3nc4ccccc4[nH]3)CC2)c1C,.,3.2,.,10.6,.,-1.1,-5.8,.
CC(CC(=O)N1CCN(c2ccc(C(F)(F)F)cn2)CC1)n1ccnc1 (configuration not stated),4.5,.,-4.5,-7.8,-11.1,.,.,-3.6
COC(=O)c1ccccc1NC(=O)c1cc2sccc2n1C,.,-12.7,.,1.6,.,0.1,1.3,.

Profiles from above. Order of screens: Casp6 inh	PGC1a acetyl inh	PAX8 reporter	LGR2 antag	EWS-Fli inh	Cneo AK release	miR122 inh	FN deposit inh
COc1ccccc1CCNC(=O)CSc1nnc2ccc(-c3cccnc3)nn12 is listed with 1.7	7.1	16.2	1.1	-29.1	-1.6	-6.2	6.7
COc1cc(NC(=O)CN2C(=O)COc3ccc(S(=O)(=O)N4CCCC4)cc32)cc(OC)c1 is listed with 0.7	-7.5	5.1	9.7	2.2	-0.7	15.1	12.7
COC(=O)c1ccccc1NC(=O)c1cc2sccc2n1C is listed with .	-12.7	.	1.6	.	0.1	1.3	.
Cc1cccc(N2CCN(C(=O)CCCSc3nc4ccccc4[nH]3)CC2)c1C is listed with .	3.2	.	10.6	.	-1.1	-5.8	.

The list continues:
smiles,Casp6 inh,PGC1a acetyl inh,PAX8 reporter,LGR2 antag,EWS-Fli inh,Cneo AK release,miR122 inh,FN deposit inh
COc1ccccc1S(=O)(=O)N(C)C[C@H]1OCc2ccccc2-c2c(n(C)c3ccccc23)C(=O)N([C@@H](C)CO)C[C@@H]1C,-0.5,0.4,47.4,-7.5,10.2,-1.8,.,7.9
COc1ccc2c(c1)c(C(=O)N/N=C/c1ccccc1Cl)c(C)n2C,-3.5,-2.5,5.8,-8.8,-14.2,.,-7.7,-17.9
CCOC(=O)C1CCN(Cc2nnc(-c3ccccc3C)o2)CC1,-6.8,-6.7,-162.9,-5.4,-4.9,-1.1,-0.9,-2.6
Brc1ccc(CN2CCCCCC2)cc1,-2.9,-0.1,-37.3,.,2.9,.,.,-4.7
C[C@H](NC(=O)C[C@@H]1CC[C@H](NC(=O)Nc2ccc3c(c2)OCO3)[C@H](CO)O1)c1ccccc1,-0.5,-1.7,13.8,2.8,9.6,0.0,-12.4[16.7 µM],-3.3

Source: PubChem (Broad Institute)
